TRHR agonist: agonists of human TRH receptor; activation, % at 2 µM; 0.18% of 360,000 active; TRHR cells, calcium flux fluo-8, FDSS agonist mode; P34981; in the data active = activation above about 30%; also: 0% is about no effect
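Agonist-mode FDSS calcium read (Ex 480/Em 530, 1 s cycles) in 1536-well TRHR cells with fluo-8 dye, after 10-cycle baseline and 23 nL compound addition; TRH at EC20 (10 nM final) added afterwards for the enhancer phase.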
ALOX12 inh: ALOX12 (human) lipoxygenase inhibition; Potency, µM (doses to about 108 µM), inactives show top-dose activity change, negative = inhibition, actives largely listed as inhibitors; AID 1671190; P18054; 1.1% of 580,000 active; purified 12hLO, xylenol orange hydroperoxide absorbance; also: potency is read from the fitted curve at half-maximal effect; % is scaled to controls: 0 for no effect and ±100 for the full control effect
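Hydroperoxide product was detected by ferrous iron/xylenol orange as the 573 to 405 nm absorbance ratio. Arachidonic acid at 40 uM (final) was turned over for 30 min at room temperature by 150 nM human 12hLO, pH 7.0 Hepes buffer, after 15 min compound preincubation.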
Pol beta inh: DNA polymerase beta (human) inhibition | P06746 | Pol beta primer extension/strand displacement, fluorescence kinetic | Potency, µM (series often up to 114 µM), for the others: at the top dose activity change, negative = inhibition, usual class: inhibitors | 1.3% of 340,000 active | AID 485314; also: potency is read from the fitted curve at half-maximal effect; % is scaled to controls: 0 for no effect and ±100 for the full control effect
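Preincubation: enzyme (10 nM) with compound, 15 min, RT. Reaction: substrate added to 50 nM final. Reads: 0 and 10 min. Analysis: normalized, Hill fit.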
Pol kappa inh: blocks human DNA polymerase kappa activity. AID 588579. 0.53% of 400,000 active. Potency, µM (highest dose often 107 µM), inactives show at the highest dose activity, negative = inhibition, hits mostly inhibitors. Q9UBT6. purified Pol kappa, fluorescent DNA synthesis assay, 10 min; also: potency is read from the fitted curve at half-maximal effect; % is scaled to controls: 0 for no effect and ±100 for the full control effect
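Activity was followed as the change in fluorescence between reads at 0 and 10 min after starting the reaction with 50 nM substrate. Beforehand, 10 nM polymerase had been preincubated with compound for 15 min at room temperature.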
Apoferritin bind: candidate novel general anesthetic via apoferritin binding. P02791. AID 485281. apoferritin/1-aminoanthracene competitive binding, fluorescence. Potency, µM (titrated, usually from 77.5 µM), without a hit: at the top dose activity change, negative = displacement, hits mostly inhibitors. 0.074% of 350,000 active; also: potency is read from the fitted curve at half-maximal effect; % is scaled to controls: 0 for no effect and ±100 for the full control effect; nearly all actives have a fitted effect of over 20% in size
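Concentration-response curves derived by four-parameter Hill fitting of normalized fluorescence, where compounds displaced 1-AMA from 10 uM horse apoferritin following a brief 10 min room-temperature incubation; propofol titration acted as positive control.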
BLM inh: inhibitors of human Bloom syndrome helicase BLM. P54132. recombinant BLM DNA unwinding, fluorescence dequenching. Potency, µM (doses to about 56.1 µM), inactives show top-dose activity change, negative = inhibition, hits mostly inhibitors. 0.2% of 350,000 active. AID 2528;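 also: potency is read from the fitted curve at half-maximal effect; plate controls were vehicle for no effect and no enzyme for full effect; nearly all actives have a fitted effect of over 35% in size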
Target sequence (P54132 whole entry, looked up): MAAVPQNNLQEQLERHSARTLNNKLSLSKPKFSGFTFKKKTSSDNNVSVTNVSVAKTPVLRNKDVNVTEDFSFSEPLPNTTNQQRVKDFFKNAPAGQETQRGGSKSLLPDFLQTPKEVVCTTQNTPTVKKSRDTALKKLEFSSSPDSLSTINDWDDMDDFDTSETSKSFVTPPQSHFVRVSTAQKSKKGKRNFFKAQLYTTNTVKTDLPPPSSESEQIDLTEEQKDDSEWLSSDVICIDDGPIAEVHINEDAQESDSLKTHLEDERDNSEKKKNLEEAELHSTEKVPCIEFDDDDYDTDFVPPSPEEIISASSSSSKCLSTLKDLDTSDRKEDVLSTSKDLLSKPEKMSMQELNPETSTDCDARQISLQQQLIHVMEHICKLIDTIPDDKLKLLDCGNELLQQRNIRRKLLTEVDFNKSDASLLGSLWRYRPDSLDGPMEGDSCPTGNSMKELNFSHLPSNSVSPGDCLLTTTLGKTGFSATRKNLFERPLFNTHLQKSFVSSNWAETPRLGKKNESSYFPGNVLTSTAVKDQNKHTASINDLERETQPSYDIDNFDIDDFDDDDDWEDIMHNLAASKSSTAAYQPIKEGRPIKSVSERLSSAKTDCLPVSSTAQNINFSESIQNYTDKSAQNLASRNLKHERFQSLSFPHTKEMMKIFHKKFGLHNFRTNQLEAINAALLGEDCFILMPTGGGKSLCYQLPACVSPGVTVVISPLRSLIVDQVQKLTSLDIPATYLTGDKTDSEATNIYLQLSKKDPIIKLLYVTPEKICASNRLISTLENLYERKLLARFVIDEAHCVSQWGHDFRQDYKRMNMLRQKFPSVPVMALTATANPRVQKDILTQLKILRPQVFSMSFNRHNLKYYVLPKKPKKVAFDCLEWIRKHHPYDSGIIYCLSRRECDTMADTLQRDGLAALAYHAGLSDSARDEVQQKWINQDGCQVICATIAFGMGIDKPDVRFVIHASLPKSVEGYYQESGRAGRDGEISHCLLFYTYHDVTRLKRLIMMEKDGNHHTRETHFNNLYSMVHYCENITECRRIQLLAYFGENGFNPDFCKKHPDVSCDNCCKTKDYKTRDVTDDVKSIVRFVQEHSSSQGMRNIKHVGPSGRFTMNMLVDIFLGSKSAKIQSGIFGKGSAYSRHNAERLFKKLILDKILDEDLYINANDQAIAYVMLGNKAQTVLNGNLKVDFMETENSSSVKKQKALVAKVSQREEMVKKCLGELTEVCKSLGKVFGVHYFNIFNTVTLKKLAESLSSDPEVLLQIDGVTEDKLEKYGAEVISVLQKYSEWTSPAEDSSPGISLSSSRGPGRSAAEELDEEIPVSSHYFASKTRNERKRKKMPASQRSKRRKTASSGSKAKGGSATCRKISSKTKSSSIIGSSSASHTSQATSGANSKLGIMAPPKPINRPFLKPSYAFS
ERG Ets-DNA blk: blocks human ERG Ets domain binding to DNA; P11308; Potency, µM (top dose mostly 76.9 µM), without a hit: top-dose FP activity, negative = inhibition, most hits filed as inhibitors; 0.028% of 370,000 active; fluorescence polarization, His-ERG Ets domain / labelled DNA; AID 624246; active = well fitted inhibition curve with a large enough effect in the polarisation, with a control signal flat; inconclusive = small, poorly fitted or top-dose-only effect, or effect the other way, or a change in a side signal; inactive = no such curve, though single readings can be large or run the other way; the % refers to the polarisation;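 also: polarization taken with two DNA probes labelled with fluorescein and Texas red; potency is read from the fitted curve at half-maximal effect; % of control where 0% means no effect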
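His-tagged ERG Ets domain (1 uM in the protein solution; 300mM KCl, 50mM Tris-HCl, 1mM EDTA, 1mM DTT, pH 7.5) received compound, then a probe mix of 5 nM fluorescein-DNA and 100nM Texas-615-DNA. Fluorescence polarization was read for both dyes.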
APEX1 inh: blocks human APE1 abasic DNA cleavage; 0.35% of 350,000 active; Potency, µM (doses to about 65.8 µM), inactives show at the highest dose activity change, negative = inhibition, hits mostly inhibitors; recombinant APE1, TAMRA/BHQ-2 abasic DNA cleavage fluorescence;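 also: potency is read from the fitted curve at half-maximal effect; plate controls were vehicle for no effect and reference inhibitor for full effect; nearly all actives have a fitted effect of over 55% in size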
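0.75 nM APE1 + cpd, 15 min RT; start w/ 50 nM TAMRA/BHQ-2 THF-abasic dsDNA; kinetic fluor 525/598 nm ×3 reads @60 s; Δ(read3−read1); normalized to DMSO and NSC13755 control wells.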
POLI inh: DNA polymerase iota (human) inhibition | Q9UNA4 | Pol iota fluorescent replication assay, 10 min | Potency, µM (doses to about 115 µM), for the others: top-dose activity, negative = inhibition, most hits filed as inhibitors | 1% of 390,000 active; also: potency is read from the fitted curve at half-maximal effect
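Fluorescent replication assay read twice, at 0 min and 10 min after adding 50 nM (final) substrate. Enzyme (10 nM) and compounds were first incubated 15 min at room temperature; enzyme-free buffer wells were negative controls.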
Numbers without * were called inactive; ? = inconclusive; · = not tested or not shown; & = joins results of further samples; [ ] = another dose, or the depositor's remark. Unless noted, calls follow the shape of the dose curve; as a rule, active = well fitted curve in the direction sought with a large enough effect; inconclusive = small, poorly fitted or top-dose-only effect, or another doubt; inactive = no such curve, though single readings can be large; an effect the other way counts as inactive or inconclusive. A portion of the library. The share of hits here may be higher or lower than overall.

SMILES	TRHR agonist	ALOX12 inh	Pol beta inh	Pol kappa inh	Apoferritin bind	BLM inh	ERG Ets-DNA blk	APEX1 inh	POLI inh
COc1ccccc1-c1sc2ccccc2c1-c1ccc2c(c1)OCCO2	0.2	16%	·	-5%	·	·	5%	15%	5%
O=C(O)c1ccccc1C(=O)NCc1ccccc1	-0.3	12%	9%	-1%	-10%	1%	10%	2%	11%
COC(=O)C1CN(Cc2ccccc2)C(=O)C1=O (stereo not given)	·	-4%	·	-21%	·	·	0%	·	22%
COc1ccc(S(=O)(=O)N2CCN(C(=O)[C@H](Cc3ccccc3)NC(=O)c3ccco3)CC2)cc1	-0.6	-2%	·	0%	·	·	-22%	16%	6%
O=C1C(Cl)=C(NCc2ccco2)C(=O)c2ccccc21	·	?	·	-4%	·	·	-3%	·	-13%
CC(=O)N(Cc1cc(=O)[nH]c2ccccc12)c1ccc(C)cc1	-0.4	1%	-5%	6%	-14%	-1%	9%	2%	10%
COc1ccc(N2C(=O)CC(N(CCc3ccccc3)C(=O)/C=C/C(=O)O)C2=O)cc1 (stereo not given)	-0.4	-8%	-29%	-5%	-5%	-3%	-2%	0%	27%
CCN(CC)S(=O)(=O)c1ccc(O)c(C(=O)OCC(=O)Nc2ccc(OC(F)(F)F)cc2)c1	1.4	-3%	-1%	-17%	-8%	-4%	-4%	-9%	-19%
CCC(=O)NC1=C(Cl)C(=O)C(NC(=O)CC)=C(Cl)C1=O	0.1	?	11%	1%	-12%	-12%	-23%	-1%	1.8µM*
COC(/C=C/Nc1ccc(Br)cc1)=C(C#N)C#N	-0.3	4%[57.4 µM]	11%	5%	-14%	-1%	·	-3%	30%
CCCn1c2c(c(O)c(C(=O)Nc3ccccn3)c1=O)CCCC2	0.8	·	8%	·	-12%	-2%	·	5%	·
Cc1cccn2cc(CCNS(=O)(=O)c3cccc([N+](=O)[O-])c3)nc12	0.0	-4%	31%	-1%	1%	0%	-5%	14%	61%[activator]
COc1ccc(C2=NN(C(C)=O)C(c3cccs3)C2)cc1OC (stereo not given)	-0.8	1%	21%	-5%	-11%	-7%	0%	-5%	31%[activator]
CCn1c(SCC(=O)O)nnc1-c1ccccc1	-1.2	0%	25%	-4%	-8%	-8%	-7%	-2%	7%
Cc1ccccc1-n1c(C)nnc1SCC(=O)NNC(=O)c1ccccc1	1.0	-4%	0%	-5%	9%	4%	6%	11%	8%
O=C(COc1ccc(F)cc1)Nc1ccc2c(c1)OCCO2	-0.5	8%	45%	-1%	-11%	-5%	7%	6%	-11%
COc1ccc(C(=O)NCc2nc(-c3cccc(C)c3)no2)cc1OC	0.0	-14%	-3%	-17%	-5%	-1%	3%	·	2%
CCCNC(=O)COc1cccc(C(=O)NCc2ccccc2)c1	0.3	-5%	93%	-7%	1%	0%	-2%	-8%	-10%
CC(C)C(=O)N(Cc1cc(=O)[nH]c2ccccc12)c1ccccc1	-0.3	-19%&-32%	11%	-5%	?	8%	-3%	5%	4%
Cc1ccc(CNC(=O)CN2CCN(Cc3ccc(F)cc3Cl)C2=O)cc1	-1.2	0%	6%	11%	-5%	0%	6%	·	41%[activator]
COc1ccc(-c2cc3ccc(O)c(CN4CCN(C)CC4)c3oc2=O)cc1OC	2.7	-7%	10%	-8%[60.1 µM]	·	3%	2%	·	-22%
CCCCN(C(=O)CNC(=O)c1ccco1)C(C(=O)NC1CCCCC1)c1cccnc1 (stereo not given)	-0.3	-3%	81%	3%	-8%	-3%	7%	16%	-3%
COCCN=C1OC(=O)N2C(=O)C3=C4[C@@H](C[C@H]5C(=O)N(c6ccccc6)C(=O)[C@H]5[C@H]4[C@@]12Cc1ccccc1)[C@H]1C(=O)N(c2ccccc2)C(=O)[C@H]1[C@H]3C	0.4	-8%	-7%	10%	-10%	-5%	-4%	0%	3%
COc1ccc(C(=O)Nc2ccc(NC(=O)Cc3ccccc3)cn2)cc1	-1.9	?	5%	-8%	3%	-5%	6%	84%[activator]	59%[activator]
COc1ccc(C)cc1NC(=O)c1ccc(-c2ccc(C(C)=O)cc2)o1	-0.1	·	1%	·	?	-6%	·	2%	·
COc1ccccc1CC(=O)Nc1ccc2c(C)cc(=O)oc2c1	-0.5	2%	24%	2%	-9%	-2%	-1%	13%	-1%
Cn1c(=O)oc2cc(S(=O)(=O)N3CCCC(C(=O)NCc4ccccc4Cl)C3)ccc21 (stereo not given)	-1.4	-19%	2%	5%	-16%	-5%	1%	·	18%
Cc1cccc2c1OCC/C2=N\NC(=O)COc1ccccc1	·	20%	?	-13%	?	-2%	-3%	3%	15%
CC(Sc1ccccn1)C(=O)Nc1ccc2c(c1)OCO2 (stereo not given)	-0.1	13%	·	0%	·	·	-7%	7%	13%
COc1cc(CNc2ccc(N3CCOCC3)cc2)cc(Br)c1OC	-0.5	?	3%	-1%	-18%	-5%	-3%	3%	-2%
Cc1ccc(Nc2nnc(SCC(=O)NCCN3C(=O)CSC3=O)s2)cc1C	-0.1	-3%	28%[57.1 µM]	4%	-10%	-2%	12%	2%	15%
Clc1ccc2nc(-c3cccc(SC4CCCCC4)c3)c(NCc3ccccc3)n2c1	0.2	?	·	-1%	·	·	-13%	17%	?
O=C(NCCc1ccc(C(F)(F)F)cc1)C1CC(=O)N(Cc2ccccc2)C1 (stereo not given)	-0.1	1%	·	14%	·	·	-4%	-6%	14%
O=C(CCc1c[nH]c2ccccc12)N1CCN(c2ccc(F)cc2)CC1	0.9	-13%	24%	-4%	-10%	-4%	11%	3%	187%[activator]
CCOc1ccc(NC(=NCc2ccc3c(c2)OCO3)SC2CC(=O)N(c3ccc(C(=O)O)cc3)C2=O)cc1 (stereo not given)	0.5	-12%	?	-25%	-10%	-11%	-16%	3%	-12%
Cc1cc(OC(C)C(=O)NCCc2c[nH]c3ccccc23)c2c(C)cc(=O)oc2c1 (stereo not given)	0.4	10%	?	7%	-11%	0%	-10%	26%	-11%
c1coc(-c2nc(-c3ccco3)c(-c3ccco3)nc2-c2ccco2)c1	-0.4	?	2.5µM*	8.9µM*	-14%	14µM*	-3%	1.4µM*	?
O=C(Nc1ccccc1Oc1ccccc1)c1cccs1	1.4	9%	-6%	-17%	-11%	-4%	1%	50%	119%[activator]
O=C(Nc1cccc(F)c1)c1ccc2c(c1)N(Cc1ccccc1)C(=O)c1ccccc1S2(=O)=O	1.4	-1%	-17%	-10%	-4%	-11%	4%	·	14%
CCNc1nc(NCC)n2c(SCC(=O)Nc3ccccc3C(F)(F)F)nnc2n1	0.3	-1%	·	?	·	·	-4%	21µM*	79µM*
CCOc1ccc(CCNC(=O)Cn2ccc3cc(S(=O)(=O)N4CCCCC4)ccc32)cc1	0.4	-17%	-13%	-7%	2%	-6%	11%	·	28%
COc1ccccc1N(CC(=O)Nc1ccccc1C(F)(F)F)S(=O)(=O)c1cccs1	·	10%	·	0%	·	·	-5%	3%	32%[activator]
COc1ccc(CCNC(=O)C(=O)N/N=C/c2cccs2)cc1OC	0.9	-1%	-11%	-2%	-3%	-9%	-7%	9%	128%[activator]
COC(=O)C1CN(C(=O)COc2cc(C)c(Cl)c(C)c2)c2ccccc2O1 (stereo not given)	0.9	0%	5%	-3%	6%	-9%	-1%	5%	7%
CC(C)n1cc(/C=C2/NC(=O)N(c3cccc(Cl)c3)C2=O)c2ccccc21	0.9	-1%	-1%	-15%	-5%	-1%	-9%	6%	34%[activator]
NC(=O)C1CCN(c2nc(-c3ccccc3C(F)(F)F)cs2)CC1	-1.0	-25%	·	-7%	·	·	·	63%&-5%[activator]	?

A second format for ten compounds above:
Sequence of screens: TRHR agonist	ALOX12 inh	Pol beta inh	Pol kappa inh	Apoferritin bind	BLM inh	ERG Ets-DNA blk	APEX1 inh	POLI inh
> Cc1cc(OC(C)C(=O)NCCc2c[nH]c3ccccc23)c2c(C)cc(=O)oc2c1 (stereo not given)
  0.4	10%	?	7%	-11%	0%	-10%	26%	-11%
> c1coc(-c2nc(-c3ccco3)c(-c3ccco3)nc2-c2ccco2)c1
  -0.4	?	2.5µM*	8.9µM*	-14%	14µM*	-3%	1.4µM*	?
> O=C(Nc1ccccc1Oc1ccccc1)c1cccs1
  1.4	9%	-6%	-17%	-11%	-4%	1%	50%	119%[activator]
> O=C(Nc1cccc(F)c1)c1ccc2c(c1)N(Cc1ccccc1)C(=O)c1ccccc1S2(=O)=O
  1.4	-1%	-17%	-10%	-4%	-11%	4%	·	14%
> CCNc1nc(NCC)n2c(SCC(=O)Nc3ccccc3C(F)(F)F)nnc2n1
  0.3	-1%	·	?	·	·	-4%	21µM*	79µM*
> CCOc1ccc(CCNC(=O)Cn2ccc3cc(S(=O)(=O)N4CCCCC4)ccc32)cc1
  0.4	-17%	-13%	-7%	2%	-6%	11%	·	28%
> COc1ccccc1N(CC(=O)Nc1ccccc1C(F)(F)F)S(=O)(=O)c1cccs1
  ·	10%	·	0%	·	·	-5%	3%	32%[activator]
> COc1ccc(CCNC(=O)C(=O)N/N=C/c2cccs2)cc1OC
  0.9	-1%	-11%	-2%	-3%	-9%	-7%	9%	128%[activator]
> COC(=O)C1CN(C(=O)COc2cc(C)c(Cl)c(C)c2)c2ccccc2O1 (stereo not given)
  0.9	0%	5%	-3%	6%	-9%	-1%	5%	7%
> CC(C)n1cc(/C=C2/NC(=O)N(c3cccc(Cl)c3)C2=O)c2ccccc21
  0.9	-1%	-1%	-15%	-5%	-1%	-9%	6%	34%[activator]
